Assay outcomes as filed in PubChem.
TDP-43 yeast inh = TDP-43 toxicity inhibition in yeast. TDP-43 expressing yeast growth rescue, BacTiter-Glo, 24 h. Potency, µM (titrated, usually from 46.1 µM), for the others: at the highest dose growth rescue (activation), usual class: activators. 1.8% of 410,000 active. AID 652104; further: potency means the concentration at half of the fitted maximal effect; % of control where 0% means no effect; nearly all actives have a fitted effect of over 50% in size
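In this qHTS, compounds that restore growth of yeast expressing TDP-43 appear as activators. Cells (OD600=0.02, galactose medium, raffinose-pregrown) are incubated with compound 24 hr at 30 deg C and growth is quantified by BacTiter-Glo.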
pAkt inh = blocks phosphorylation of Akt | Neuro2A IGF-stimulated pAkt S473 HTRF, 20 min; hits give low values | activity change, % for hits at 50 µM | 0.32% of 360,000 active; in the data active means activity change below about -80%; inconclusive means mostly about -51% to -80%; further: on the % scale 0 is the no-effect control and ±100 the full control effect
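Single-point screen (50 µM final compound) in Neuro2A cells stimulated 20 min with 6 nM IGF at 37 deg C. After lysis, Ser473-phosphorylated Akt read by HTRF (ex 330 nm, em 615/665 nm) as the 665/615 ratio.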
D3 antag = D3 dopamine receptor (human) antagonism. P35462. D3R cells, DiscoveRx beta-arrestin luminescence, antagonist mode; hits give low values. max response, negative = inhibition, %. 2.5% of 360,000 active. AID 652054; in the data active means max response below about -50%; inconclusive means no clear call, values can overlap the other calls; further: on the % scale 0 is the no-effect control and ±100 the full control effect; mostly tested at two doses, the higher about 12 µM
Target sequence (P35462 whole entry, looked up): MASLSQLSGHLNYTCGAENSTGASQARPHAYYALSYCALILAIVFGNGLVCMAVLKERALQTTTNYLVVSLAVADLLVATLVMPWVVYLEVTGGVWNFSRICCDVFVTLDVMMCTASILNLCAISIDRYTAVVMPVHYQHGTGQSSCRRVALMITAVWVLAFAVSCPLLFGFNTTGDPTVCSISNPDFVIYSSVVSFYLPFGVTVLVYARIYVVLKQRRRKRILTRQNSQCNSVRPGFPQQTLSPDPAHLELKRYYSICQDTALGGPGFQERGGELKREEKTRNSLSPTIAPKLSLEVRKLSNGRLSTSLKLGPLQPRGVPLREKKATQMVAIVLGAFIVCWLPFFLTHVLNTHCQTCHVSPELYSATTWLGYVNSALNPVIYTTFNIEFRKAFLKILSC
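Cells plated overnight at 1500 cells/well, then exposed to library compounds with dopamine controls for 90 minutes at 37 degrees C. DiscoveRx reagent added for 30–60 minutes at room temperature; luminescence read, quantitative HTS format.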
Abeta rescue = restores growth of yeast expressing A-beta42 peptide. AID 1347071. yeast expressing A-beta42, growth rescue, OD600, 48 h; response scale: 0% DMSO, 100% iron-clioquinol control. Potency, µM (top dose mostly 46.1 µM), for inactives: at the highest dose growth rescue, hits mostly activators. 0.063% of 410,000 active; further: potency means the concentration at half of the fitted maximal effect; nearly all actives have a fitted effect of over 55% in size
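Yeast A-beta toxicity model in growth medium with pinned compounds, 48 h at 30 C; growth read as absorbance at 600 nm. Normalized to FeCl3/clioquinol equimolar mix (positive) and DMSO (negative).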
FUS suppressor = suppressors of FUS proteinopathy in yeast; S. cerevisiae FUS-expressing, growth rescue, OD600, 24 h; Potency, µM (highest dose often 76.6 µM), inactives show top-dose growth rescue (activation), usual class: activators; 0.24% of 390,000 active; AID 1347120;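 further: potency means the concentration at half of the fitted maximal effect; plate controls were DMSO vehicle for no effect and reference control for full effect; nearly all actives have a fitted effect of over 55% in size; some results filed as inactive show a strong effect at the top dose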
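S. cerevisiae expressing FUS from galactose induction served as the toxicity model. Growth after 24hr at 30C, read as absorbance at 600 nm, indicates suppression of toxicity; compounds dosed at several concentrations.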
PTHR1 agonist = activates the human parathyroid hormone receptor PTHR1 | Q03431 | HEK293 GP2 PTHR1 cells, GloSensor cAMP luminescence, 1 h | Potency, µM (titrated, usually from 115 µM), inactives show top-dose activation, usual class: activators | 0.075% of 410,000 active | AID 743266; further: potency means the concentration at half of the fitted maximal effect; nearly all actives have a fitted effect of over 55% in size; some results filed as inactive show a strong effect at the top dose; inactives centre near -15; many of its hits are not listed in these tables
Target sequence (Q03431 whole entry, looked up): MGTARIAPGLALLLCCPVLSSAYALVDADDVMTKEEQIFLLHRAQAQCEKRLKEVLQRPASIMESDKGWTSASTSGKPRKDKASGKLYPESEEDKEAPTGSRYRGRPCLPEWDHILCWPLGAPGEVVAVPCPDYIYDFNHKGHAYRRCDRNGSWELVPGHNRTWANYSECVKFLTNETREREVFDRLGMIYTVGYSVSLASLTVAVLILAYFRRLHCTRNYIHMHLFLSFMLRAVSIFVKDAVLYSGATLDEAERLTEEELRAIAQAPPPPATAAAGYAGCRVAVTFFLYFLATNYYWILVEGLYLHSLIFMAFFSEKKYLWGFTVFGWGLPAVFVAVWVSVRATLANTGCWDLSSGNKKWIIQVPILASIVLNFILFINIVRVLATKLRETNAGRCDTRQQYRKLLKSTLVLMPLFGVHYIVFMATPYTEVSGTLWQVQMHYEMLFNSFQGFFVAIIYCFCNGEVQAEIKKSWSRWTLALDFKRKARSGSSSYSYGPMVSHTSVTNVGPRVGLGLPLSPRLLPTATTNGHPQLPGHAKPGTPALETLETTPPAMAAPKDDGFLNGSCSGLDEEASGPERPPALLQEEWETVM
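HEK-293-derived GP2 cells expressing PTHR1 and a GloSensor cAMP reporter, 3,000/well, plated overnight, given luciferin plus IBMX (each 0.5 mM as added) for 1 h at 37 °C, then compound for 1 h at 37 °C. Luminescence was read after 15 min at room temperature.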
GLP1R inv ag = GLP-1 receptor (human) inverse agonism; P43220; HEK293 GLP-1R CRE-luciferase, luminescence, 24 h; GLP-1R form is constitutively active; Potency, µM (titrated, usually from 38.3 µM), without a hit: at the highest dose activity change, negative = inhibition, actives largely listed as inhibitors; 1.6% of 410,000 active; AID 624417; further: potency means the concentration at half of the fitted maximal effect; on the % scale 0 is the no-effect control and ±100 the full control effect; nearly all actives have a fitted effect of over 55% in size
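Inverse agonism was detected as reduced cAMP-driven luciferase luminescence after 24 h compound treatment. The cells were HEK293 clones expressing constitutively active human GLP-1R with the reporter. Reporter-only and GPR119 cell lines served as counterscreen controls.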
aSyn yeast inh = rescues yeast growth from alpha-synuclein toxicity. Yeast expressing alpha-synuclein, growth rescue, BacTiter-Glo, 24 h. Potency, µM (titrated, usually from 46.1 µM), for the others: top-dose growth rescue (activation), usual class: activators. 0.14% of 370,000 active. AID 652106; further: potency means the concentration at half of the fitted maximal effect; % of control where 0% means no effect; nearly all actives have a fitted effect of over 65% in size
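Readout is rescue of growth in alpha-synuclein-expressing yeast, so inhibitors of toxicity appear as activators. Growth after 24 hr at 30 deg C in galactose medium is quantified by luminescence.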
GLP-1R agonist = agonists of human GLP-1 receptor | P43220 | HEK293 GLP-1R CRE-luciferase, luminescence, 4-6 h; cells express a hypersensitive GLP-1R form | Potency, µM (series often up to 45.6 µM), inactives show at the highest dose activation, hits mostly activators | 0.007% of 380,000 active | AID 624172; further: potency means the concentration at half of the fitted maximal effect; % of control where 0% means no effect
Active calls of the source: *; i = inactive; ? = inconclusive; . = no result given; [ ] = remark or other dose. Unless noted, the call rests on the fitted dose curve; in most records, active means well fitted curve in the direction sought with a large enough effect; inconclusive means small, poorly fitted or top-dose-only effect, or another doubt; inactive means no such curve, though single readings can be large; an effect the other way counts as inactive or inconclusive. An excerpt; the hit share may differ from the screen's.

(1) CCN(CC)C(=O)NCc1c(C)cc(C)cc1C
(2) CCOC(=O)Cn1c(=O)oc2cc(S(=O)(=O)NCc3ccc(F)cc3)ccc21
(3) COc1cc(OC)cc(C(=O)NCC(=O)NCCN2C(=O)S/C(=C\c3ccc4c(c3)OCO4)C2=O)c1
(4) Cc1nnc(SCC(=O)NCc2cccc(F)c2)c2nn(-c3ccccc3)c(C)c12
(5) COc1cccc(-n2nc3c(-n4ncc(C#N)c4N)nnc(C)c3c2C)c1
(6) O=C(OCc1cc2ccccc2[nH]c1=O)c1cccc([N+](=O)[O-])c1
(7) C#CCOCCOCCOCCNc1nc(N2CCN(C(=O)[C@H](CCC(=O)O)n3cc(C(N)CC(C)C)nn3)CC2)nc(N2CCN(C(=O)[C@H](Cc3cc4ccccc4[nH]3)n3cc(C(N)CC(C)C)nn3)CC2)n1 (stereo not given in full)
(8) c1ccc(-c2cc(N3CCOCC3)nc(-c3ccccc3)n2)cc1
(9) Cc1c(Cl)sn(-c2ccc(Cl)cc2)c1=O
(10) O=C(CSc1n[nH]c(=O)[nH]c1=O)N/N=C/C=C/c1ccccc1

assay / compound,1,2,3,4,5,6,7,8,9,10
TDP-43 yeast inh,-14%,18%,6%,-2%,-11%,-3%,15%,-12%,-94%[inhibitor],-5%
pAkt inh,i,.,i,.,-123%*,i,i,i,i,i
D3 antag,-7,.,-12,.,-20,8,9,32,-52*,-9
Abeta rescue,-14%,-19%,-5%,-24%,14%,.,-1%,-3%,-93%[inhibitor],.
FUS suppressor,11%,-18%,-10%,-10%,6%,-21%,30%,-8%,18%,-8%
PTHR1 agonist,-11%,-6%,-72%[inhibitor],-24%,i,i,i,i,-43%[inhibitor],-9%
GLP1R inv ag,-18%,-21%,4%,-19%,-9%,20%,7%,-2%,?,14%
aSyn yeast inh,5%,.,?,.,-2%,-1%,-6%,-1%,-79%[inhibitor],-8%
GLP-1R agonist,7%,.,-1%,.,0%,-6%,-1%,0%,8%,-8%

(11) CCCCN1C[C@H](Cc2ccccc2)[C@@H](CC(=O)NC)C1=O
(12) O=C(NNC(=O)c1ccc(O)cc1O)c1ccc(-c2ccccc2)cc1
(13) O=C(Nc1nc2ccccc2[nH]1)C12CC3CC(CC(C3)C1)C2
(14) COc1ccc(-c2cc(C)no2)cc1S(=O)(=O)N1CCOc2ccc(C)cc21
(15) CCOc1ccc(CCNC(=O)CCNS(=O)(=O)c2ccc3c(c2)CCN3C(C)=O)cc1OCC
(16) N#Cc1c(C(F)(F)F)cc(-c2ccc(F)cc2)nc1SCC(=O)Nc1ccccc1
(17) Cc1ccc(/C=C/C(=O)O)cc1S(=O)(=O)NC1CCS(=O)(=O)C1 (stereo not given)
(18) O=C(C1CCN(C2CCN(Cc3ccc4c(c3)CCO4)CC2)CC1)N1CCCC1
(19) COC(=O)Cc1c(C)c2ccc(OCC(=O)N(C)C)cc2oc1=O
(20) CN(c1ccc(F)cc1)S(=O)(=O)c1ccc(Cl)c(C(=O)NCC2CCCO2)c1 (stereo not given)

assay / compound,11,12,13,14,15,16,17,18,19,20
TDP-43 yeast inh,3%,-3%,3%,-22%,12%,8%,0%,-3%,8%,22%
pAkt inh,i,i,i,i,i,.,i,i,i,i
D3 antag,36,16,51,3,24,.,10,-17,-21,0
Abeta rescue,7%,-18%,?,-7%,14%,-12%,-4%,-17%,-8%,-19%
FUS suppressor,-40%,7%,-20%,7%,6%,-8%,-2%,-4%,10%,11%
PTHR1 agonist,-22%,-8%,-11%,i,-21%,-23%,-33%[inhibitor],i,-4%[57.5 µM],-6%
GLP1R inv ag,13%,?,?,16%,47%[activator],13%,0%,?,1%,11%
aSyn yeast inh,0%,1%,-14%,-8%,3%,.,-6%,4%,-2%,1%
GLP-1R agonist,4%,-3%,-17%,3%,30%,.,-3%,13%,1%,7%

An excerpt from above in order of SMILES length, rising.
(14) COc1ccc(-c2cc(C)no2)cc1S(=O)(=O)N1CCOc2ccc(C)cc21
(2) CCOC(=O)Cn1c(=O)oc2cc(S(=O)(=O)NCc3ccc(F)cc3)ccc21
(16) N#Cc1c(C(F)(F)F)cc(-c2ccc(F)cc2)nc1SCC(=O)Nc1ccccc1
(7) C#CCOCCOCCOCCNc1nc(N2CCN(C(=O)[C@H](CCC(=O)O)n3cc(C(N)CC(C)C)nn3)CC2)nc(N2CCN(C(=O)[C@H](Cc3cc4ccccc4[nH]3)n3cc(C(N)CC(C)C)nn3)CC2)n1 (stereo not given in full)

assay / compound,14,2,16,7
TDP-43 yeast inh,-22%,18%,8%,15%
pAkt inh,i,.,.,i
D3 antag,3,.,.,9
Abeta rescue,-7%,-19%,-12%,-1%
FUS suppressor,7%,-18%,-8%,30%
PTHR1 agonist,i,-6%,-23%,i
GLP1R inv ag,16%,-21%,13%,7%
aSyn yeast inh,-8%,.,.,-6%
GLP-1R agonist,3%,.,.,-1%

(continued)
(21) COC(=O)CN1C(c2ccccc2)=Nc2ccc(Cl)cc2C1c1ccccc1 (stereo not given)
(22) O=C(CN1CCC(C(=O)c2ccc(F)cc2)CC1)Nc1ccccc1Cl
(23) CCN(CC)S(=O)(=O)c1ccc(N2CCCC2)c(NC(=O)CSCc2c(C)noc2C)c1
(24) O=C(Cn1cnc(S(=O)(=O)N2CCOCC2)c1)Nc1ccc(OC(F)(F)F)cc1
(25) N#C/C(=C\c1ccc(-c2ccc(Br)cc2)o1)C(=O)NCCc1c[nH]c2ccccc12
(26) COC(=O)c1cccc(NC(=O)Nc2cc(C(=O)NCc3cccc(F)c3)ccc2N2CCCC2)c1
(27) COc1ccc2[nH]c(=O)c(-c3noc(-c4ccc(F)cc4)n3)cc2c1
(28) COc1ccc(NC(=O)N(C)C[C@H]2Oc3ccc(NC(=O)CCN4CCOCC4)cc3C(=O)N([C@@H](C)CO)C[C@H]2C)cc1
(29) Cc1ccc(-c2nn(CC(=O)N3CCOCC3)c(=O)c3ccccc23)cc1S(=O)(=O)N(C)C
(30) Cc1ccc(Cl)cc1N1CCN(c2cccc[n+]2C)CC1

assay / compound,21,22,23,24,25,26,27,28,29,30
TDP-43 yeast inh,-7%,-25%,3%,6%,6%,19%,8%,2%,8%,-17%
pAkt inh,.,i,i,i,i,.,.,i,i,i
D3 antag,-56*,-57*,-21,-1,10,.,35,22,-2,3
Abeta rescue,-4%,-3%,2%,-4%,1%,-8%,7%,-11%,3%,-20%
FUS suppressor,6%,19%,14%,11%,9%,7%,-12%,13%,25%,28%
PTHR1 agonist,i,-11%,i,-2%,i,i,i,i,i,23%
GLP1R inv ag,?,?,-4%,-17%,?,-9%,8%,15%,9%,-32%
aSyn yeast inh,.,-4%,-5%,-4%,12%,.,.,0%,-4%,1%
GLP-1R agonist,1%,12%,-1%,0%,8%,.,14%,6%,-2%,-2%

(31) CC1(C(=O)O)CCC(C(=O)NC2CCCCCC2)C1(C)C (stereo not given)
(32) Cc1cc(-c2ccc(C)c(S(=O)(=O)N3CCN(C(=O)c4ccco4)CC3)c2)on1
(33) COc1ccc(C(CC(=O)O)NC(=O)COc2ccccc2OC)cc1OC (stereo not given)
(34) COc1ccccc1-c1sc2ccccc2c1-c1ccc(OCCN2CCCCC2)cc1
(35) C=CCNc1n[nH]c(=S)s1
(36) OCCNC(=S)NCc1ccccc1
(37) CCOC(=O)NC(=O)/C(C#N)=N/Nc1c(F)cccc1F
(38) CC1N=C2c3ccccc3N=C(SCC(=O)NCCc3ccc(Cl)cc3)N2C1=O (stereo not given)
(39) COc1ccc(Nc2nc(-c3cccc(Cl)c3)c3c(n2)-c2ccccc2OC3)cc1
(40) C[C@H](CO)N1C[C@H](C)[C@@H](CN(C)C(=O)c2ccccc2)Oc2cc(C#C[C@@H](C)O)ccc2S1(=O)=O

assay / compound,31,32,33,34,35,36,37,38,39,40
TDP-43 yeast inh,1%,?,5%,14%,17%,11%,-69%[inhibitor],18%,10%,6%
pAkt inh,i,i,i,i,i,i,i,.,.,i
D3 antag,16,9,-5,?,-19,3,42,.,.,-17
Abeta rescue,13%,4%,4%,-8%,10%,13%,10%,-8%,2%,-2%
FUS suppressor,15%,17%,-17%,43%,-16%,-3%,-7%,12%,26%,18%
PTHR1 agonist,-30%[57.5 µM],-22%,i,-12%,i,-24%,-12%,i,-8%,-16%
GLP1R inv ag,0%,-12%,14%,?,?,10%,0%,20%,?,11%
aSyn yeast inh,8%,1%,-1%,-30%[inhibitor],1%,1%,11%,.,.,0%
GLP-1R agonist,-6%,13%,1%,11%,-3%,-6%,-7%,.,.,-1%

(41) O=C(NCCc1cccs1)C1CC(c2ccc([N+](=O)[O-])cc2)=NO1 (stereo not given)
(42) CCOC(=O)c1cnc2c(OC)cccc2c1Oc1ccccc1
(43) Cn1nc(C(=O)NNC(=O)c2cccc(Cl)c2)ccc1=O
(44) CCc1c(C)sc(NC(=O)c2cc(C)on2)c1C#N
(45) O=CNCCCc1nc2ccccc2n1Cc1ccccc1
(46) COc1cc(OC)cc(-c2c(C#Cc3ccsc3)c3cc(-c4cc(F)cc(F)c4)ccc3n2C)c1
(47) COc1ccc(-c2csc(NC(=O)C3=NN(c4ccccc4)C(=O)CC3)n2)cc1

assay / compound,41,42,43,44,45,46,47
TDP-43 yeast inh,?,?,-5%,-4%,22%,1%,0%[9.22 µM]
pAkt inh,i,i,i,?,i,i,i
D3 antag,-14,-2,2,-20,-8,6,103
Abeta rescue,7%,-21%,6%,16%,-4%,-6%,-1%
FUS suppressor,-10%,-9%,.,-6%,21%,24%,31%
PTHR1 agonist,-1%,i,i,-16%[57.5 µM],?,-23%,-29%
GLP1R inv ag,3%,-24%,5%,-4%,-15%,4%,13%
aSyn yeast inh,2%,-12%,-4%,4%,8%,-2%,1%
GLP-1R agonist,2%,?,-10%,6%,16%,2%,-5%
